Assay outcomes: PubChem, National Center for Advancing Translational Sciences (NCATS)
APEX1 inh = blocks human APE1 abasic DNA cleavage; P27695; 0.35% of 350,000 active; recombinant APE1, TAMRA/BHQ-2 abasic DNA cleavage fluorescence; Potency, µM (top dose mostly 65.8 µM), without a hit: top-dose activity change, negative = inhibition, actives largely listed as inhibitors;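 also: potency is read from the fitted curve at half-maximal effect; plate controls were vehicle for no effect and reference inhibitor for full effect; nearly all actives have a fitted effect of over 55% in size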
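Incision of a quenched TAMRA/BHQ-2 THF abasic-site duplex (50 nM) by 0.75 nM APE1, after 15 min compound preincubation, measured as fluorescence increase over three 60 s reads. Values normalized to buffer, DMSO and NSC13755 control wells.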
Pol eta inh = DNA polymerase eta (human) inhibition. Q9Y253. 1.2% of 390,000 active. Potency, µM (series often up to 114 µM), inactives show at the highest dose activity change, negative = inhibition, hits mostly inhibitors. recombinant Pol eta, fluorescent DNA replication assay; also: potency is read from the fitted curve at half-maximal effect; % is scaled to controls: 0 for no effect and ±100 for the full control effect
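Pol eta at 10 nM preincubated with compounds 15 min at room temperature; reaction started with fluorescent substrate (50 nM final) and read kinetically at 0 and 10 min.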
ERG-DNA inh = ERG Ets/DNA interaction inhibition. fluorescence polarization, His-ERG Ets domain / labelled DNA. 0.028% of 370,000 active. P11308. Potency, µM (series often up to 76.9 µM), for the others: at the top dose FP activity, negative = inhibition, hits mostly inhibitors. AID 624246; active = well fitted inhibition curve with a large enough effect in the polarisation, with a control signal flat; inconclusive = small, poorly fitted or top-dose-only effect, or effect the other way, or a change in a side signal; inactive = no such curve, though single readings can be large or run the other way; the % refers to the polarisation;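 also: polarization taken with two DNA probes labelled with fluorescein and Texas red; potency is read from the fitted curve at half-maximal effect; % of control where 0% means no effect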
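His-tagged ERG Ets domain (1 uM in the protein solution; 300mM KCl, 50mM Tris-HCl, 1mM EDTA, 1mM DTT, pH 7.5) received compound, then a probe mix of 5 nM fluorescein-DNA and 100nM Texas-615-DNA. Fluorescence polarization was read for both dyes.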
RGS4 inhibitor = human RGS4 inhibition; P49798; Transcreener GDP fluorescence polarization, RGS4-accelerated GTP hydrolysis; Potency, µM (doses to about 114 µM), without a hit: top-dose activity change, negative = inhibition, hits mostly inhibitors; 0.039% of 390,000 active; AID 504845; also: potency is read from the fitted curve at half-maximal effect; % is scaled to controls: 0 for no effect and ±100 for the full control effect; nearly all actives have a fitted effect of over 75% in size; some results filed as inactive show a strong effect at the top dose
Target sequence (P49798 whole entry, looked up): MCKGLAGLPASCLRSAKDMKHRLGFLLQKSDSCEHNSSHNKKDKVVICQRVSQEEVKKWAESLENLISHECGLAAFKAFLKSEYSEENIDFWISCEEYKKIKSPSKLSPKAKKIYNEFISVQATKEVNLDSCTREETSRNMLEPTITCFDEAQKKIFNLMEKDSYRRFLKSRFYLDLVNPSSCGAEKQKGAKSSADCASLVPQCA
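MLSMR compounds (23 nl, pin-transferred) preincubated 10 min at room temperature with a 500nM (2x) first reagent, then RGS4 at 900nM (2x) plus Transcreener GDP mix added; fluorescence polarization (620/688 nm) read before and after 90 min at 30 °C.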
LDHA inh = inhibitors of human lactate dehydrogenase A; purified LDHA, NADH/diaphorase-resazurin fluorescence; active compounds read low; 0.15% of 480,000 active; activity change, % (values are at about 110 or 230 µM); AID 1347041; P00338; in the data active = activity change below about -30%; inconclusive = mostly about -25% to -30%;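 also: plate controls were DMSO wells for no effect and wells without enzyme for full effect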
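Remaining NADH was detected by diaphorase (0.133 mg/mL) converting 37 µM resazurin to fluorescent resorufin, read at 0 and 20 minutes. The preceding 5-minute room-temperature reaction used 2 nM LDHA, 0.2 mM sodium pyruvate and 0.06 mM NADH at pH 7.4.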
Pol kappa inh = DNA polymerase kappa (human) inhibition | Potency, µM (series often up to 107 µM), without a hit: top-dose activity, negative = inhibition, most hits filed as inhibitors | purified Pol kappa, fluorescent DNA synthesis assay, 10 min | Q9UBT6 | 0.53% of 400,000 active | AID 588579; also: potency is read from the fitted curve at half-maximal effect; % is scaled to controls: 0 for no effect and ±100 for the full control effect
Target sequence (Q9UBT6 whole entry, looked up): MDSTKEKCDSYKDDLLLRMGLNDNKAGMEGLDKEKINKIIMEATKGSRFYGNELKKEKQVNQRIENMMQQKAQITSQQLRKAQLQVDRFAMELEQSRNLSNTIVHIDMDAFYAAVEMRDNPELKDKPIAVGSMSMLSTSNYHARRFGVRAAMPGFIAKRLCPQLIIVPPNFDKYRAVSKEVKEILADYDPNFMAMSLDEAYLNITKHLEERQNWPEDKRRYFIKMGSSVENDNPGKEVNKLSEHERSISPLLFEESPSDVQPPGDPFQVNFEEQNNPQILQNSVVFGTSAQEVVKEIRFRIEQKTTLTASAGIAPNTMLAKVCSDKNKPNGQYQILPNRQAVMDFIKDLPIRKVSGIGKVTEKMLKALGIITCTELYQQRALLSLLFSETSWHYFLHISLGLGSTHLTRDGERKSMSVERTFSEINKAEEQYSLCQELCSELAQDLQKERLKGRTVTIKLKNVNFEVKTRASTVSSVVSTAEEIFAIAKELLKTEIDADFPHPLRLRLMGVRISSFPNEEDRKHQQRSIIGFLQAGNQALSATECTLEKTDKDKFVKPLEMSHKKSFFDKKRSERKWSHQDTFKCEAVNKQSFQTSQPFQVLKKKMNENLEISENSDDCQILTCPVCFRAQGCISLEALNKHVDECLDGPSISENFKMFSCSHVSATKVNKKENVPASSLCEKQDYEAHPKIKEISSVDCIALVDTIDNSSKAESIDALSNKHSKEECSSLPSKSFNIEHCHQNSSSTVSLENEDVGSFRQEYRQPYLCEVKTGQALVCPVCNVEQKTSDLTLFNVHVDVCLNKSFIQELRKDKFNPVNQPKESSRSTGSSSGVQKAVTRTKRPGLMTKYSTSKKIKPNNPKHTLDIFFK
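10 nM Pol kappa preincubated 15 min at room temperature with compounds, then reaction started with substrate at 50 nM final. Fluorescence read kinetically at 0 and 10 min; buffer-only wells served as negative control.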
POLB inh = inhibitors of human DNA polymerase beta | P06746 | Pol beta primer extension/strand displacement, fluorescence kinetic | Potency, µM (titrated, usually from 114 µM), for inactives: at the top dose activity change, negative = inhibition, most hits filed as inhibitors | 1.3% of 340,000 active | AID 485314; also: potency is read from the fitted curve at half-maximal effect; % is scaled to controls: 0 for no effect and ±100 for the full control effect
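Enzyme-only controls used 10 nM Pol beta; buffer lacking enzyme served as negative control. Compound preincubated 15 min, then 50 nM substrate added; 0 and 10 min reads at room temperature.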
12-LOX inh = inhibitors of human 12S-lipoxygenase ALOX12; P18054; purified 12hLO, xylenol orange hydroperoxide absorbance; Potency, µM (doses to about 108 µM), inactives show top-dose activity change, negative = inhibition, usual class: inhibitors; 1.1% of 580,000 active; also: potency is read from the fitted curve at half-maximal effect; % is scaled to controls: 0 for no effect and ±100 for the full control effect
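Purified human 12hLO at 150 nM in 25 mM Hepes, 0.01% Triton X-100, pH 7.0, preincubated 15 min at room temperature with compound. Reaction started with 40 uM arachidonic acid, 30 min at room temperature. Hydroperoxide measured by Fe-xylenol orange, 573/405 nm absorbance ratio.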
Apoferritin bind = candidate novel general anesthetic via apoferritin binding; P02791; Potency, µM (titrated, usually from 77.5 µM), without a hit: top-dose activity change, negative = displacement, most hits filed as inhibitors; apoferritin/1-aminoanthracene competitive binding, fluorescence; 0.074% of 350,000 active; also: potency is read from the fitted curve at half-maximal effect; % is scaled to controls: 0 for no effect and ±100 for the full control effect; nearly all actives have a fitted effect of over 20% in size
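Horse-spleen apoferritin (10 uM) in 50% saturated 1-aminoanthracene in PBS was incubated 10 min at room temperature with compound. Fluorescence (ex 380, em 535 nm) was normalized to free and bound 1-AMA, with concentration-response fitted by a four-parameter Hill equation.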
Numbers without * were called inactive; ? = inconclusive; . = not tested or not shown; & = joins results of further samples; [ ] = another dose, or the depositor's remark. Unless noted, calls follow the shape of the dose curve; as a rule, active = well fitted curve in the direction sought with a large enough effect; inconclusive = small, poorly fitted or top-dose-only effect, or another doubt; inactive = no such curve, though single readings can be large; an effect the other way counts as inactive or inconclusive. Not all compounds are listed (hit frequency here may not be typical).

No.	Structure	APEX1 inh	Pol eta inh	ERG-DNA inh	RGS4 inhibitor	LDHA inh
1	O=C(NCCN1CCOCC1)c1cc(Sc2cccc(Cl)c2)nc2ccccc12	6%	-18%	-5%	-1%	1
2	Cc1cc(C)c2sc(N(CCCN(C)C)C(=O)c3ccc(Br)s3)nc2c1	-4%	-8%	65%[activator]	8%	3
3	CCOc1ccc2nc(N3CCCC(C(=O)NCCc4ccc(OCC)c(OCC)c4)C3)sc2c1 (centres undefined)	.	-20%	-6%	5%	-2
4	CCC(CC)C(=O)NCCc1cc2ccc(C)cc2[nH]c1=O	-4%	-5%	-4%	-4%	0
5	COc1ccc(CCNC(=O)CCCOc2cccc(C)c2C)cc1OC	-5%	-12%	-6%	9%[56.9 µM]	0
6	Cc1cc(=O)[nH]c(/N=C(\N)Nc2ccc(SC(F)F)cc2)n1	-1%	-23%	3%	-8%	-4
7	CCOC(=O)c1[nH]c2ccc(C)cc2c1N	2%	-11%	-3%	-42%	-2
8	Cc1cc(OCC(=O)Nc2cc(-c3nc4ccccc4[nH]3)ccc2C)ccc1Cl	.	.	0%	-10%	-4
9	CCC(=O)OCC(=O)c1cc(C)n(-c2ccc(Br)cc2)c1C	-1%	0%	-8%	1%	-1
10	CCCCCn1c(=O)[nH]c2cc(C(=O)NCCCN(C)Cc3ccccc3)ccc2c1=O	1%	-6%	1%	23%	-8

No.	Pol kappa inh	POLB inh	12-LOX inh	Apoferritin bind
1	-4%	-2%	-24%	3%
2	-14%	-11%	?	-20%
3	-7%	-17%	9%	51%[activator]
4	7%	-26%	-3%	3%
5	7%	0%	10%	-3%
6	2%	12%	?	-7%
7	0%	11%	-11%	-8%
8	2%	-12%	-10%	?
9	-21%	2%	-18%	-21%
10	5%	1%	-22%	-16%

(cont.)
No.	Structure	APEX1 inh	Pol eta inh	ERG-DNA inh	RGS4 inhibitor	LDHA inh
11	COC(C(=O)NCc1ccccc1C)c1ccccc1 (centres undefined)	0%	-9%	2%	9%	2
12	Cc1ccc(NC(=O)/C(=C/c2ccc([N+](=O)[O-])cc2)NC(=O)c2ccccc2)cc1	2%	-17%	1%	17%	-10
13	COc1cccc(-c2c(C(=O)N/N=C/c3sccc3C)nnn2-c2nonc2N)c1	1%	-22%	6%	-10%[56.9 µM]	-1
14	COCCCNC(=O)C1CCC(CNS(=O)(=O)c2ccc(OC)cc2)CC1 (centres undefined)	0%	1%&8%	-2%&1%	20%&16%	-12&-13
15	CCN(CC(O)c1cccc(O)c1)C(=O)C12CC3CC(CC(C3)C1)C2 (centres undefined)	32%	-21%	1%	2%	-1
16	Cc1ccc(C2(C)NC(=O)N(CC(=O)Nc3ccc(Cl)c(S(=O)(=O)N4CCCCC4)c3)C2=O)cc1 (centres undefined)	-1%	-26%	6%	-12%	-1
17	O=C(O)c1cnn(-c2ccccc2)c1-n1cccc1	-3%	-12%	-7%	-6%	2
18	Cc1cc(C)c2c(CN3CCC(C)CC3)cc(=O)oc2c1	-10%	?	10%	-8%	-5
19	CSc1ccccc1NC(=O)CN1CCN(S(=O)(=O)c2ccccc2[N+](=O)[O-])CC1	-10%	?	-6%	-6%	-2
20	CCOCCCn1c(SCC(=O)NC2CCCC2)nc2ccccc2c1=O	-16%	0%	-3%	-16%[56.9 µM]	-3

No.	Pol kappa inh	POLB inh	12-LOX inh	Apoferritin bind
11	-13%	9%	-9%	0%
12	-11%	24%	-12%	3%
13	-7%	1%	-6%	-6%
14	-9%	23%&-4%	0%&-28%	-2%&5%
15	3%	-18%	0%	-11%
16	-2%	.	?	.
17	-5%	13%	13%	-11%
18	-4%	-19%	45µM*	-10%
19	-11%	.	-17%	.
20	-12%	1%	-1%	-5%

Other compounds follow.
No.	Structure	APEX1 inh	Pol eta inh	ERG-DNA inh	RGS4 inhibitor	LDHA inh
21	CC(O)CNc1cc(N)c([N+](=O)[O-])cc1[N+](=O)[O-] (centres undefined)	-4%	-8%	-2%	-11%	2
22	Cc1c(O)ccc2c(CC(=O)N[C@@H](Cc3ccccc3)C(=O)O)cc(=O)oc12	-17%	-12%	-3%	-9%	-2
23	CN(C)c1ccc(CNC(=O)CN2C(=O)c3cccnc3Oc3ccc(Cl)cc32)cc1	.	-14%	-1%	-17%	-4
24	CC(=O)Nc1ccc(OS(=O)(=O)c2ccc([N+](=O)[O-])cc2)cc1	5%	-3%	3%	21%	0
25	CCC(CC)c1nnc(NC(=O)C2=NNC(=O)CC2)s1	7%	-14%	-6%	-3%	-3
26	N#Cc1ccc(/C=C/C(=O)c2cccnc2)cc1	1%	-5%	12%	-48%[56.9 µM]	-2
27	CN(C)CCOC(=O)C1(c2ccccc2)CCOCC1	-4%&-2%	-17%&-15%	4%&11%	5%&-39%	-5&-1&2&-5
28	COc1cc(/C=C2/SC(=O)NC2=O)ccc1Oc1ccc([N+](=O)[O-])cc1[N+](=O)[O-]	2%	50µM*	-2%	32%[11.4 µM]	-6
29	COc1ccc(S(=O)(=O)N2CCOCC2)cc1C(=O)NCC(c1ccccc1)c1ccccc1	.	-23%	31%[activator]	-53%	-4
30	Cc1ccc2nc3c(cc(C(=O)NCC4CCCO4)c(=N)n3CCCOC(C)C)c(=O)n2c1 (centres undefined)	-3%	1%	-8%	-26%	-1

No.	Pol kappa inh	POLB inh	12-LOX inh	Apoferritin bind
21	-14%	47%	?	-6%
22	1%	47%	?	.
23	0%	10%	-22%	-17%
24	6%	-3%	-14%	-10%
25	0%	9%	5%	-14%
26	-13%	2%	-16%	-11%
27	-6%&5%	29%&25%	?	-14%&-10%
28	0%	71%	0%	-3%
29	-27%	.	-5%	.
30	-7%	2%	-19%	425%[activator]

Additional entries.
No.	Structure	APEX1 inh	Pol eta inh	ERG-DNA inh	RGS4 inhibitor	LDHA inh
31	Cn1c2ccccc2c(=O)c2ccc(C#CC3(N)CCCCC3)cc21	5%	-10%	-9%	8%	0
32	Cc1c(Cl)cccc1NC(=O)c1cc(-c2ccco2)on1	7%	-19%	-8%	-9%	-14
33	COc1ccc(Nc2nnc(SCC(=O)/C=C3/N(C)c4ccccc4C3(C)C)s2)cc1	-5%	?	1%	-31%	0
34	Cn1c(CO)cnc1SCc1c(Cl)cccc1Cl	0%	-10%	-9%	-9%	-2
35	CC1(C(=O)NCc2ccccc2)Oc2ccccc2NC1=O (centres undefined)	-2%	-9%	0%	4%	-2
36	O=C1[C@H](Cc2ccccc2)NCCCC[C@@H](c2ccco2)N1Cc1ccccc1	.	-7%	7%	-9%	3
37	O=C(O)/C=C\C(=O)Nc1ccc(F)c(F)c1F	5%	-19%	8%	21%	0
38	CS(=O)(=O)N1CCC(C(=O)Nc2cccc(Cl)c2Cl)CC1	5%	-3%	0%	20%	-6
39	O=C(CN1C(=O)C2C3C=CC(C4CC34)C2C1=O)Nc1cnc2ccccc2c1 (centres undefined)	-1%	-10%	-3%	-5%	-1
40	CN(C)S(=O)(=O)c1ccc2c(c1)nc(CCC(=O)NCc1ccc(Cl)cc1)n2C	-1%	5%	-1%	2%	-4

No.	Pol kappa inh	POLB inh	12-LOX inh	Apoferritin bind
31	?	35µM*	?	48%[activator]
32	-3%	-23%	-8%	-5%
33	-20%	3%	-27%	4%
34	7%	32%	-10%	-5%
35	-3%	2%	-20%	-4%
36	14%&-3%	.	6%	.
37	12%	1%	?	-1%
38	-20%	2%	10%	1%
39	5%	2%	-7%	-9%
40	-11%	0%	?	-14%

(more compounds)
No.	Structure	APEX1 inh	Pol eta inh	ERG-DNA inh	RGS4 inhibitor	LDHA inh
41	Cn1nc(C(F)(F)F)c(-c2ccc(Br)cc2)c1NC(=O)c1nccnc1C(=O)O	-3%	0%	1%	-7%	0
42	CC1CCc2c(sc3ncn(CCO)c(=O)c23)C1 (centres undefined)	17%	-7%	6%	-7%	-2
43	CCCn1nnnc1NC(=O)c1cc(Cl)ccc1Cl	2%	-18%	-3%	-40%	-1
44	CCOc1ccc(OCCC(=O)Nc2ccc3c(c2)OCO3)cc1	2%	-3%	-1%	10%	2
45	CC(C)(C)C1=NN=C2c3ccccc3C(=O)C21 (centres undefined)	-5%	-21%	-1%	?	-4

No.	Pol kappa inh	POLB inh	12-LOX inh	Apoferritin bind
41	5%	1%	330%[activator]	42%[activator]
42	-10%	38%	-2%	-12%
43	0%	-18%	14%	2%
44	9%	.	0%	.
45	-7%	47%	?	-1%

Copied from above: compounds 41 to 42
No.	Structure	APEX1 inh	Pol eta inh	ERG-DNA inh	RGS4 inhibitor	LDHA inh
41	Cn1nc(C(F)(F)F)c(-c2ccc(Br)cc2)c1NC(=O)c1nccnc1C(=O)O	-3%	0%	1%	-7%	0
42	CC1CCc2c(sc3ncn(CCO)c(=O)c23)C1 (centres undefined)	17%	-7%	6%	-7%	-2

No.	Pol kappa inh	POLB inh	12-LOX inh	Apoferritin bind
41	5%	1%	330%[activator]	42%[activator]
42	-10%	38%	-2%	-12%
